BRCA1 expr act – qHTS Assay to Identify Small Molecule Activators of BRCA1 Expression; MCF7-BRCA1-FFLuc reporter, luminescence, 48 h; response scale: scaled: vehicle 0%, 10 µM genistein 100%; Potency, µM (top dose mostly 46.1 µM), without a hit: at the highest dose activation, actives largely listed as activators; actives 1.1% (n = 380,000); AID 624202, 2012; active = well fitted activation curve with a large enough effect; inconclusive = small, poorly fitted or top-dose-only effect; inactive = no such curve, though single readings can be large or run the other way; also: nearly all actives have a fitted effect of over 80% in size; some results filed as inactive show a strong effect at the top dose
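Quantitative HTS in MCF7 cells stably reporting BRCA1 expression via firefly luciferase. Compound treatment lasts 48 h at 37 °C in phenol-red free MEM. Activation is expressed relative to genistein at 10 microM and DMSO.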
* = called active by the depositor; u = inconclusive. Potency is read from the fitted curve at half-maximal effect. The list is partial; rates above refer to the full screens.

SMILES	BRCA1 expr act
COc1ccc(C)cc1-n1nnnc1SCc1nc(N)nc(N(C)C)n1	11%
COc1cc(Cn2c3ccc(NC(=O)CCc4ccc(O)cc4)cc3c(=O)n2C)ccc1F	-48%
CCCS(=O)(=O)NC(=O)C1(C)CCCN(C(=O)c2ccc(SC(F)(F)F)cc2)C1 (configuration not stated)	15%
CCOC(=O)[C@]12CCCC=C1N(Cc1ccc3c(c1)OCO3)C(=O)[C@H](CC(=O)N1CCCC1)C2	9%
CC(=O)Nc1ccc(CNc2nc(NCCN(C)C)nc3cc(-c4ccccc4)sc23)cc1	-28%
COc1ccc(Cc2c(-c3ccc(C)cc3)nc3ccc(Cl)cn23)c(C)c1	u
COc1ccc(/C=C/c2ccnc3ccccc23)cc1OC	-24%
COc1cc2c(NC3CCN(C(C)C)CC3)nc(N3CCCN(C)CC3)nc2cc1OCCCN1CCCC1	-61%
CC(C)(C)OC(=O)N(c1cccc2cccnc12)S(=O)(=O)c1ccccc1Br	-2%
ICC[n+]1csc2ccccc21	-5%
O=C(NCc1cccc(C(F)(F)F)c1)c1ccc2nc([C@@H]3O[C@H](CO)[C@@H](O)[C@H]3O)[nH]c2c1	1%
CCN(C(=O)c1ccc(NC(=O)C2CCCCC2C(=O)O)cc1)c1ccccc1 (configuration not stated)	-2%
COc1cc(CN2CCN(c3cc(C)ccc3C)CC2)cc([N+](=O)[O-])c1O	-10%
CN(Cc1ccccc1)N=Nc1ccccc1	-11%
C[C@H]1CCCCO[C@H](CN(C)Cc2ccccc2)[C@@H](C)CN([C@@H](C)CO)C(=O)c2cc(NC(=O)CCC(F)(F)F)ccc2O1	-4%

The list goes on, overlapping the part above by two compounds.
SMILES	BRCA1 expr act
CN(Cc1ccccc1)N=Nc1ccccc1	-11%
C[C@H]1CCCCO[C@H](CN(C)Cc2ccccc2)[C@@H](C)CN([C@@H](C)CO)C(=O)c2cc(NC(=O)CCC(F)(F)F)ccc2O1	-4%
Cc1nc2c(OCc3ccc(OC(F)F)cc3)cccn2c1N(C)C(=O)CCC1CCCC1	-49%
CCc1nc2c(OCC(=O)C(C)(C)C)cccn2c1N(C=O)CC(=O)N(C)C	-5%
CC(C)NC(=O)Nc1ccc2c(c1)C(=O)N([C@H](C)CO)C[C@H](C)[C@@H](CN(C)S(=O)(=O)c1ccccc1)OCCCC[C@@H](C)O2	-1%
CCC/C=C/c1ccc(CN2C(C)C(=O)N(Cc3cn(CCC4OCCO4)nn3)CCS2(=O)=O)cc1 (configuration not stated)	-3%
CCc1nc2ccc(C(=O)N3CCN(C(=O)c4ccco4)CC3)cn2c1N(CC)CCOC	5%
Cc1ccccc1C(NC(=O)C1CCN(Cc2ccc(Oc3ccccc3)cc2)CC1)c1ccsc1 (configuration not stated)	0%
Cc1cccc(C)c1NC(=O)Nc1nnc([C@@H]2C[C@H](O)[C@@H](CO)O2)s1	16%
C#CCNC(=O)C[C@@H]1C[C@@]2(C(=O)OCC)CCC=C2N(Cc2ccco2)C1=O	17%
CC(=O)c1ccc(OCc2cc(C(=O)N(C)CC3COc4ccccc4O3)no2)cc1 (configuration not stated)	88%
Cc1n[nH]c2ccc([N+](=O)[O-])cc2c1=O	11%
CC(=O)Nc1ccc(C(=O)N2CCCCC2c2cc(C(=O)Nc3ccccc3Cl)no2)cc1 (configuration not stated)	2%
O=S1(=O)CC(N2CCN(CCO)CC2)CN1CCc1ccccc1 (configuration not stated)	4%
CC(=O)Nc1ccc(CNc2nc3cc(-c4cccc(C(F)(F)F)c4)sc3c(=O)n2C)cc1	-18%
CN(C)CCCN(C(=O)c1ccc(S(=O)(=O)N2CCCCCC2)cc1)c1nc2cc3c(cc2s1)OCO3	2%
C[C@@H]1CN([C@@H](C)CO)C(=O)c2cc(Br)cnc2O[C@@H]1CN(C)Cc1ccc(Oc2ccccc2)cc1	-43%
CN(C)CCCNc1nc2cc(-c3cnn(Cc4ccccc4)c3)sc2c(=O)n1C	-10%
CCOC(=O)[C@]12CCCC=C1N(Cc1ccc(Cl)cc1Cl)C(=O)[C@H](CC(=O)NCCCOC)C2	-3%
CC(C)(C)n1nnnc1C(c1ccccc1)N1CCN(c2ncccn2)CC1 (configuration not stated)	0%
Cc1cn([C@H]2C[C@H](O)[C@@H](CNCc3cc(Br)ccc3OCc3ccccc3)O2)c(=O)[nH]c1=O	-16%
CC(=O)c1ccc(S(=O)(=O)N2CCN(c3nc4c(C)c(C)ccc4cc3C#N)CC2)cc1	-69%
O=C(Nc1ccc2c(c1)OCO2)c1cc(C2CCCN(C(=O)CCc3ccccc3)C2)on1 (configuration not stated)	52%
CCCN(C)C1CN(Cc2cn(Cc3cccc(C(F)(F)F)c3)nn2)S(=O)(=O)C1 (configuration not stated)	17%
c1ccc(C2=NCCCO2)cc1	-3%
COC(=O)[C@]12CCCCC=C1N(Cc1cccc3ccccc13)C(=O)[C@H](CC(=O)NCC13CC4CC(CC(C4)C1)C3)C2	-51%
O=C(Nc1cccc(C(=O)O)c1)/C(=C\c1cccc([N+](=O)[O-])c1)NC(=O)c1ccc(Br)cc1	17%
CC(C)CC1C(=O)N(Cc2cn(CCC3OCCCO3)nn2)CCS(=O)(=O)N1Cc1ccc(-c2ccncc2)cc1 (configuration not stated)	-23%
Cc1cc(C(=O)N2CCC2(C)C(=O)NS(=O)(=O)c2ccc(Cl)cc2)nn1C (configuration not stated)	16%
C[C@H]1CN([C@@H](C)CO)C(=O)c2cc(Br)cnc2O[C@H]1CN(C)C(=O)c1ccc2c(c1)OCO2	2%
O=C(NCc1ccc(F)cc1)c1cc(C2CCCCN2C(=O)c2cccs2)on1 (configuration not stated)	0%
O=S(=O)(Nc1ccc2c3c(cccc13)CC2)c1ccccc1	4%

Reprinted from the part before: two entries, followed by the next part.
SMILES	BRCA1 expr act
O=C(NCc1ccc(F)cc1)c1cc(C2CCCCN2C(=O)c2cccs2)on1 (configuration not stated)	0%
O=S(=O)(Nc1ccc2c3c(cccc13)CC2)c1ccccc1	4%
COc1cc(NC(=O)Nc2nc(C(N)C(C)C)cs2)cc(OC)c1OC (configuration not stated)	-58%
COc1ccc(Cc2c(-c3ccc(OC)c(OC)c3)nc3cc(C)c(Br)c(C)n23)c(C)c1	-7%
CCCCNC(=O)c1ccc2nc(CC)c(N(CC)CCOC)n2c1	8%
C[C@H]1CN([C@@H](C)CO)C(=O)CCCn2nncc2CO[C@@H]1CN(C)Cc1ccc(-c2ccccc2)cc1	-17%
O=C(CC[C@H]1O[C@@H](n2ccc(=O)[nH]c2=O)[C@H](O)[C@@H]1O)N[C@H](Cc1ccccc1)C(=O)NCC1CCCO1 (some centres not stated)	21%
CCc1nc2ccc(C(=O)NCCCn3ccnc3)cn2c1N(C)C(=O)C1CCCCC1	11%
C#Cc1ccc(NC(=O)C2(C)CCN2C(=O)Cc2ccc(C(C)(C)C)cc2)cc1 (configuration not stated)	-47%
O=C(Nc1ccccc1Cl)c1cc(C2CCCCN2S(=O)(=O)c2ccc(F)cc2F)on1 (configuration not stated)	-44%
Cc1cc(Br)cn2c(Cc3ccccc3C(F)(F)F)c(-c3ccc(Cl)cc3)nc12	-15%
CC1(C(=O)NS(=O)(=O)c2ccccc2)CCN1C(=O)COc1ccc(Cl)cc1 (configuration not stated)	18%
COc1ccc(CC(=O)NCc2ccccc2F)cc1S(=O)(=O)N1CCOCC1	1%
CC(C)(C)c1cc(NC(=O)COC(=O)c2ccccc2)n(-c2ccccc2)n1	-1%
COC(=O)c1c(C)[nH]c(C(=O)COC(=O)CCc2ccc(OC)c(OC)c2)c1C	1%
Cc1cc(-c2ccc(F)cc2)n2ncc(-c3ccccc3)c2n1	u
O=S(=O)(c1ccccc1)C(Br)S(=O)(=O)c1ccccc1	13%
CS(=O)(=O)c1ccc(C(=O)OCC(=O)N2CCc3ccccc32)cc1[N+](=O)[O-]	-19%
Nc1ncnc2c1ncn2[C@@H]1O[C@H](C(=O)NS(=O)(=O)c2ccccc2[N+](=O)[O-])[C@@H](O)[C@H]1O	-35%
CC(C)(C)S(=O)N1Cc2cc(CO)ccc2[C@H]1CCO (some centres not stated)	0%
COc1ccc(CC(=O)O/N=C(\N)c2ccncc2)cc1OC	1%
Cc1ccc(S(=O)(=O)N2CC3(O)CN(C(=O)OC(C)C)N(C(=O)OC(C)C)CC3(OC(=O)Nc3cccs3)C2)cc1 (configuration not stated)	-35%
COc1ccc(CN2CCNC(=O)C2CC(=O)N(C)C2CCCCC2)cc1OC (configuration not stated)	-6%
Cc1noc(C)c1C(=O)N1CCC1(C)C(=O)NS(=O)(=O)c1ccc(F)cc1F (configuration not stated)	15%
COc1ccc(CNC(=O)c2sc(=O)n(Cc3ccc(C)cc3)c2C)cc1	1%
CC(C)CC(N)c1csc(Nc2ccc(S(C)(=O)=O)cc2)n1 (configuration not stated)	16%
COC(=O)c1cc(=O)nc(NN=C2CCCCC2)s1	0%
CCN(CC)c1nc(C#N)nc(N2CCOCC2)n1	-52%
CC(C)C[C@@H]1Cc2[nH][nH]c(=O)c2[C@H](C(C)C)O1	18%
CCc1nc2c(OCc3ccc(Cl)cc3)cccn2c1N(C=O)Cc1ccc(OC)cc1	-7%
Cc1c(NC(=O)c2cccc(NC(=O)C(C)Oc3ccccc3)c2)c(=O)n(-c2ccccc2)n1C (configuration not stated)	-18%
CN(CC(=O)Nc1ccc(Cl)c(Cl)c1)C(=O)c1ccccc1SCC(=O)N1CCCC1	-17%

Overlap with the part before: 7 entries, then new ones.
SMILES	BRCA1 expr act
CC(C)CC(N)c1csc(Nc2ccc(S(C)(=O)=O)cc2)n1 (configuration not stated)	16%
COC(=O)c1cc(=O)nc(NN=C2CCCCC2)s1	0%
CCN(CC)c1nc(C#N)nc(N2CCOCC2)n1	-52%
CC(C)C[C@@H]1Cc2[nH][nH]c(=O)c2[C@H](C(C)C)O1	18%
CCc1nc2c(OCc3ccc(Cl)cc3)cccn2c1N(C=O)Cc1ccc(OC)cc1	-7%
Cc1c(NC(=O)c2cccc(NC(=O)C(C)Oc3ccccc3)c2)c(=O)n(-c2ccccc2)n1C (configuration not stated)	-18%
CN(CC(=O)Nc1ccc(Cl)c(Cl)c1)C(=O)c1ccccc1SCC(=O)N1CCCC1	-17%
O=C(COC(=O)Cc1ccc(Cl)c(Cl)c1)NCCc1ccccc1	-1%
COc1ccc(CNC(=O)c2[nH]c(C(F)(F)F)nc2-c2ccccc2)cc1	-8%
CC(=O)c1cccc(-c2ccnc3c2CC(C(=O)Nc2cccc(Oc4ccccc4)c2)O3)c1 (configuration not stated)	-43%
CC1=C(C(=O)N(C)C)CC(CC(=O)NCCN2CCOCC2)C(=O)N1CCCN1CCCC1=O (configuration not stated)	0%
CC(=O)NC(c1cccc(F)c1)c1nc(-c2cccc(C(=O)O)c2)cs1 (configuration not stated)	85%
CC(C)Oc1cc(F)ccc1-c1cc(C(=O)NC2CCCCC2)[nH]n1	-5%
CC1C=CC(C)C(C(=O)c2ccccc2)C1C(=O)c1ccccc1 (configuration not stated)	6%
COCCNC(=O)C1(C)CCN(C(=O)c2cc(C(C)(C)C)nn2C)C1 (configuration not stated)	2%
O=C(O)CC1CC(O)CCC1=O (configuration not stated)	12%
C[C@H](CO)N1C[C@H](C)[C@@H](CN(C)Cc2cncnc2)Oc2cc(Br)ccc2S1(=O)=O	-26%
O=C(C[N+]12CN3CN(CN(C3)C1)C2)c1ccc(-c2ccccc2)cc1	u
COc1cc2c(NC3CCN(C)CC3)nc(N3CCCN(C)CC3)nc2cc1OCCCN1CCCCC1	-51%
CC1(C(=O)NCc2cccc3ccccc23)CCN1Cc1cc2ccccc2o1 (configuration not stated)	-21%
O[C@@H]1CN(CC2CCCCC2)[C@@H](c2ccccc2)C[C@H]1n1cc(C2CC2)nn1	-16%
Nc1nc2ncn(COCCO)c2c(=O)[nH]1	16%
CN1CCCC1(C)C(=O)Nc1ccc(-n2cccc2)cc1 (configuration not stated)	84%
CC(=O)c1cccc(-c2ccnc3c2CC(C(=O)NCc2ccc(F)c(F)c2)O3)c1 (configuration not stated)	0%
C1=Cc2ccccc2/C1=C\c1cc[cH-]c1.[Fe+2].c1cc[cH-]c1	6%
CCCc1nc2ccc(C(=O)OC)cn2c1Cc1ccc(C)cc1	-4%
Clc1ncc(C#Cc2ccccc2)c2ncncc12	-61%
NS(=O)(=O)c1ccc(CNC(=O)c2cc(S(=O)(=O)N3CCOCC3)ccc2N2CCCC2)cc1	-1%
CCCS(=O)(=O)NC(=O)C1(C)CCCN(C(=O)c2nc(C)oc2C)C1 (configuration not stated)	5%
CC1(C(=O)Nc2cccc3cccnc23)CCN1Cc1ccc(-c2ccccc2)o1 (configuration not stated)	-8%
CN[C@H]1C[C@H]2c3[nH]c4ccccc4c3CCN2C(=O)[C@H]1[C@H](C)O	-14%
COCCNc1nc(Oc2cccc(NC(C)=O)c2)c2sccc2n1	-8%
CC(=O)Nc1cc([N+](=O)[O-])cc(NC(C)=O)c1NC(C)=O	0%
O=C(COC(=O)c1cccc(S(=O)(=O)N2CCCC2)c1)Nc1cccc(Br)c1	-7%
CCOc1cc(/C=N/NC(=O)c2ccncc2)cc(Br)c1O	-10%
CCCS(=O)(=O)NC(=O)C1(C)CCCN(C(=O)c2ccc3ccccc3n2)C1 (configuration not stated)	1%
C[C@H](CO)N1C[C@H](C)[C@H](CN(C)C(=O)c2ccncc2)OCc2ccccc2-c2c(n(C)c3ccccc23)C1=O	7%
CC=CCn1c(SCCCc2ccccc2)nc2c1c(=O)[nH]c(=O)n2C	0%
CN(C)CCCNc1nc2cc(-c3ccccc3)sc2c(=O)n1C	-17%
O=C(O)c1ccc2c(c1)S(=O)(=O)c1cc(N3CCN(c4ncccn4)CC3)ccc1C2=O	54%
FC(F)(F)c1cccc(-c2cncc(N3CCN(CCN4CCCC4)CC3)n2)c1	0%
CCC(CC)C(=O)N(C)c1c(C)nc2c(OCc3cccc(OC)c3)cccn12	-9%

Compound activity as filed in PubChem BioAssay.
